Screens as filed in PubChem BioAssay.
UDG counterscr: counter-screen for AID inhibitors: uracil-DNA glycosylase inhibition; FRET deamination/UDG coupled assay, UDG read, 4 h; 91,000 compounds, 0.14% hits; Potency, µM (top dose mostly 115 µM), for inactives: at the top dose activity change, negative = inhibition, usual class: inhibitors; note: nearly all actives have a fitted effect of over 65% in size
AID inhibitor: inhibitors of human activation induced cytidine deaminase | Q9GZX7 | AID deamination FRET fluorescence, UDG-coupled, 4 h | Potency, µM (highest dose often 115 µM), inactives show at the highest dose activity change, negative = inhibition, hits mostly inhibitors | 91,000 compounds, 0.32% hits | AID 1347428; note: nearly all actives have a fitted effect of over 25% in size
Target sequence (Q9GZX7 whole entry, looked up): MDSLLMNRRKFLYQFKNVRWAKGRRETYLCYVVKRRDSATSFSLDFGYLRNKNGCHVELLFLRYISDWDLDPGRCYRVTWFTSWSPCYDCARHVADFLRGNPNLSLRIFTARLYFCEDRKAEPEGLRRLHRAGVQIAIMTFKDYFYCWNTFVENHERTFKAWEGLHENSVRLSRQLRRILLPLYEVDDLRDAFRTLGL
An asterisk follows results filed as active; ? = inconclusive; & = joins results of further samples; [ ] = remark or other dose. Calls come from the whole dose curve; as a rule, active = well fitted curve in the direction sought with a large enough effect; inconclusive = small, poorly fitted or top-dose-only effect, or another doubt; inactive = no such curve, though single readings can be large; an effect the other way counts as inactive or inconclusive. % is set by controls: 0 for no effect and ±100 for the full control effect; potency is the fitted concentration of half-maximal effect. Some of the compounds tested (hit frequency here may not be typical).

(1) Cc1oc(-c2cccc(Br)c2)nc1CN1CCC(C(=O)NCc2ccccc2)CC1
(2) CCCc1nc2nc(C)[nH]n2c(=O)c1NC(=O)Nc1cccc(C(F)(F)F)c1
(3) S=c1[nH]c(-c2ccc(Cl)cc2)cs1
(4) CN(Cc1ccccc1)C(=O)c1cn(C)c2ccc(S(=O)(=O)N3CCCCC3)cc2c1=O
(5) Cc1ccc(C)c2c(C)c(C(=O)O)oc12
(6) CC(C)(CNC(=O)NCC1CC=CCC1)C(N)=O (stereo not drawn)
(7) CCn1c(CNC(=O)C23CC4CC(CC(C4)C2)C3)nnc1SCC(=O)Nc1ccc(F)cc1
(8) CC1(C)CCC=[N+]1[O-]

Screen / compound no.,1,2,3,4,5,6,7,8
AID inhibitor,-1%,7%,1%,-9%[57.5 µM],1%,1%,-14%,-3%
UDG counterscr,-14%,2%,-6%,-7%[57.5 µM],10%,5%,-4%,-5%

(9) COc1cccc(/C=C/C(=O)NCC(F)(F)F)c1
(10) COc1cc(/C=C(/C#N)c2ccc(Cl)cc2)ccc1OC(C)C
(11) Cc1oc(-c2ccccc2)nc1C(=O)OCC(=O)NCc1ccccc1
(12) CCCc1cc(=O)oc2cc(OC(=O)CN3C(=O)NC4(CCCC4)C3=O)ccc12
(13) Cc1ccc(CNC(=O)Cn2c(=O)cc(C)c3c(C)nn(-c4cccc(F)c4)c32)cc1
(14) CCOC(=O)NNC(=S)NCC1CCCO1 (stereo not drawn)
(15) Cc1ccc(/C=C(/C#N)c2nc3ccccc3[nH]2)o1
(16) Cc1ccc(S(=O)(=O)N2CCN(c3nc(-c4ccccc4)nc4ccccc34)CC2)cc1

Screen / compound no.,9,10,11,12,13,14,15,16
AID inhibitor,-13%,-5%,11%,1%,-2%,-1%,39%[activator],-4%
UDG counterscr,-17%,-1%,8%,0%,33%[activator],-3%,-10%,-6%

(17) O=C(CCc1ccccc1)NCc1nc2cccnc2n1Cc1ccc(F)cc1
(18) CCC(=O)N1CCc2cc(S(=O)(=O)NC(C(=O)NCc3ccc(OC)cc3)C(C)C)ccc21 (stereo not drawn)
(19) CCN(C(=O)c1ccc2[nH]c(C)c(C)c2c1)C1CCS(=O)(=O)C1 (stereo not drawn)
(20) CCc1ccc2oc(C(=O)N(Cc3ccc(C(C)C)cc3)C3CCS(=O)(=O)C3)cc(=O)c2c1 (stereo not drawn)
(21) CCSc1ncc(Cl)c(C(=O)Nc2sc(C(C)=O)c(C)c2C(=O)OC)n1
(22) Cc1nn2c(=O)cc(COC(=O)c3ccc(NC(=O)CCc4ccccc4)cc3)nc2s1
(23) CN(C)CCNC(=O)c1cc(-c2ccccn2)nc2ccccc12
(24) O=C(Nc1cccc(C(=O)OCc2cc(=O)n3nc(C4CC4)sc3n2)c1)c1ccc(F)cc1

Screen / compound no.,17,18,19,20,21,22,23,24
AID inhibitor,7%,-15%,-3%,-9%,3%,-15%,6%,-2%
UDG counterscr,5%,-4%,0%,-10%,-7%,-1%,2%,-5%

(25) CCOc1ccc(NC(=O)c2nc3nc(C)cc(C(F)F)n3n2)cc1
(26) CCC(C)Oc1ccccc1C1CC(=O)NC2=C1C(=O)CC(C)(C)C2 (stereo not drawn)
(27) O=C(CSC1=Nc2ccccc2C2=NC(CC(=O)NC3CCCCC3)C(=O)N12)Nc1ccc(F)cc1 (stereo not drawn)
(28) CC(NCc1cccnc1)C12CC3CC(CC(C3)C1)C2 (stereo not drawn)
(29) CCCN(C(=O)Cn1ncc2c(=O)oc3ccccc3c21)c1cccc(C)c1
(30) COC(=O)CSc1sc(=O)sc1SC
(31) Cc1cccc(-n2c(C)c(C)c3c2ncn2nc(-c4ccncc4)nc32)c1C
(32) C1CCC(NCC2CCN(C3CC3)C2)C1 (stereo not drawn)

Screen / compound no.,25,26,27,28,29,30,31,32
AID inhibitor,23%[57.5 µM],-1%,?,-4%,-15%,92%[activator],6%,6%
UDG counterscr,-2%[57.5 µM],0%,?,-9%,-1%,2%,1%,-13%

(33) CCOC(=O)c1c(C)[nH]c(C)c1S(=O)(=O)N1CCC(C(=O)Nc2ccc(C)c(N(C)C)c2)CC1
(34) CCc1ccc(NC(=O)c2c(C(=O)Nc3ccccc3)sc3nc(C)cc(=O)n23)cc1
(35) Nc1nccnc1C(=O)Nc1cccc(NC(=O)c2ccccc2)c1
(36) CC(C)CC(NC(=O)/C(=C/c1ccccc1)NC(=O)c1ccccc1)C(=O)O (stereo not drawn)
(37) COC(=O)c1cc(C)nc2c1c(=O)nc(SCc1ccccc1F)n2C1CC1
(38) COc1ccccc1N1CCN(C(=O)CN2C(=O)COc3ccc(S(=O)(=O)N4CCC(C)CC4)cc32)CC1
(39) O=C(CCCCl)c1ccc2c(c1)OCCO2
(40) O=C(Nc1cc(C(F)(F)F)ccc1Cl)/C(=C/c1ccc(F)cc1)c1ccc(-c2ccccc2)cc1

Screen / compound no.,33,34,35,36,37,38,39,40
AID inhibitor,15%,3%,-8%,1%,-5%,10%,-11%,-4%
UDG counterscr,0%,-29%,-8%,6%,22%,7%,-1%,-6%

(41) CC(=O)c1ccc(CC(=O)O)s1
(42) N#Cc1ccc(C(=O)N2CCC(C(=O)N3CCc4ccccc4C3)CC2)cc1
(43) COc1ccccc1NC(=O)CSc1nc2c(c(=O)[nH]1)CN(Cc1ccc3c(c1)OCO3)CC2
(44) CCc1nnc(SCc2nc(-c3cccc(C)c3)oc2C)c2cc3sc(C)cc3n12
(45) O=C(NCc1ccc(F)cc1)c1ccc(CS(=O)Cc2ccc(Cl)cc2)o1 (stereo not drawn)
(46) CCOC(=O)c1c(-c2ccccc2)csc1NC(=O)c1cc(-c2ccc(C)c(F)c2)on1
(47) COC(=O)c1c(-c2cccs2)csc1NC(=O)COc1ccc(C(C)C)cc1
(48) CCOc1ccc(C(=O)c2cn(CC(=O)Nc3ccc(F)cc3)c3cc4c(cc3c2=O)OCO4)cc1

Screen / compound no.,41,42,43,44,45,46,47,48
AID inhibitor,14%,8%,-18%,19%,-12%,17%,6%,-6%
UDG counterscr,4%,-4%,-7%,4%,-7%,68%[activator],-11%,-13%

(49) CCOC(=O)c1cc(-c2ccc(OC)cc2)n(CCC(=O)NCCc2ccc(OCC)c(OCC)c2)c1C
(50) CCOc1cc(N)c(C#N)cc1OCC
(51) Cc1cc(Nc2ccc(C)c(Cl)c2)n2nc(-c3ccccc3)nc2n1
(52) COc1ccc(/C=C/c2nc(C#N)c(NCc3ccc4c(c3)OCO4)o2)cc1OC
(53) COc1ccccc1-c1cc(C(=O)Nc2c(C)nn(Cc3ccc(Cl)cc3)c2C)no1
(54) Cc1c(-c2ccccc2)oc2c(C(=O)NC3CCN(C(C)C)CC3)cccc2c1=O
(55) Brc1ccc(-c2noc(Cc3cccs3)n2)o1
(56) COc1cccc(NC(=O)COC(=O)c2ccc3ccccc3n2)c1

Screen / compound no.,49,50,51,52,53,54,55,56
AID inhibitor,-5%,-7%,-5%,-4%,-3%,-24%,45%[activator],6%
UDG counterscr,-6%,-3%,9%,1%,-30%,-18%,-13%,0%

(57) Cc1ccc(S(=O)(=O)Nc2nc3ccccc3nc2Nc2cccc(F)c2)cc1
(58) CN(C)c1cccc(C(=O)NNC(=O)c2cccc(Cl)c2)c1
(59) CCOc1ccc(NC(=O)c2cnc(SC)nc2C(F)(F)F)cc1
(60) O=C(Cc1cccs1)N(Cc1cccs1)C1CC1
(61) CC(C)CCN(Cc1ccco1)C(=O)Cn1ncc2c([nH]c3ccccc32)c1=O
(62) C=CCOc1ccc(C(=O)Nc2cccc(C)c2)cc1
(63) CCc1nn(CC(=O)NCc2ccco2)c(=O)c2cc3cc(F)ccc3n12
(64) O=C(NCc1ccc(F)cc1)c1ccc2c(O)c(S(=O)(=O)c3ccccc3)c(=O)[nH]c2c1

Screen / compound no.,57,58,59,60,61,62,63,64
AID inhibitor,-6%,-7%,-4%,10%,2%,-13%,6%,-13%
UDG counterscr,5%,-1%,3%,-1%,-19%[57.5 µM],-2%,-22%,-4%

(65) Cc1csc(/C(C#N)=C\c2cccc3c2OCCCO3)n1
(66) CC(NC(=O)CCc1c[nH]c2ccccc12)c1ccco1 (stereo not drawn)
(67) COc1ccccc1N1CCN(C(=O)c2cc(-c3ccc(C)c(F)c3)on2)CC1
(68) O=C(Nc1ccc(C(=O)OCc2cc(=O)n3nc(C4CC4)sc3n2)cc1)c1ccc(F)cc1
(69) CC(C)(C)C(=O)NCCc1csc2nc(-c3ccc(F)cc3)nn12
(70) CCOc1ccc(Sc2cc(C(=O)NCCc3ccc(OC)c(OC)c3)c3ccccc3n2)cc1
(71) O=C(c1ccc2c(c1)N(Cc1ccc(F)cc1)C(=O)c1ccccc1S2(=O)=O)N1CCN(c2ccccn2)CC1
(72) COc1ccccc1CNC(=O)CCCn1nc(C)c2sc3ccccc3c2c1=O

Screen / compound no.,65,66,67,68,69,70,71,72
AID inhibitor,-5%,5%,5%,13%,1%,10%,?,1%
UDG counterscr,-5%,-1%,-6%,-5%,11%,-2%[57.5 µM],-15%,9%

(73) Cc1cnc(C(=O)N(Cc2cccs2)C2CC2)cn1
(74) CCN(c1ccccc1)S(=O)(=O)c1nnc(NC(=O)c2cccs2)s1
(75) CCN1CCOC(=O)C1CC(=O)Nc1ccc(C)c(Cl)c1 (stereo not drawn)
(76) CCc1cccc(NC(=O)C(c2ccccc2)N2Cc3ccccc3C2=O)c1 (stereo not drawn)
(77) COC(=O)c1sc(-c2ccccc2)cc1NC(=O)c1cccc(F)c1
(78) CCC(C)(C)NS(=O)(=O)c1cc(-c2cc(C)no2)ccc1C
(79) CSc1ccccc1NC(=O)CN(C)C(=O)Cn1[nH]c(=O)c2ccccc2c1=O
(80) Cc1ccc(C(=O)NNC(=O)COC(=O)c2ccccc2SCc2ccc(C#N)cc2)cc1

Screen / compound no.,73,74,75,76,77,78,79,80
AID inhibitor,7%,5%,-2%,-16%&-24%,3%,5%,-7%,-2%
UDG counterscr,9%,0%[57.5 µM],2%,-10%&-15%,3%,27%,-5%,0%

(81) COc1ccc2[nH]cc(CCNC(=O)c3cnn(-c4ccc(C)cc4)c3C3CCN(C(=O)OC(C)(C)C)CC3)c2c1
(82) COc1ccccc1-c1nc2c(c(SCC(=O)Nc3ccccc3F)n1)Cc1c(CO)cnc(C)c1O2
(83) CCOC(=O)N1CCc2c(sc3c2c(=O)n(Cc2ccccc2)c(=O)n3CC(=O)Nc2c(C)cccc2C)C1
(84) O=S(=O)(c1ccc2nc(N3CCN(c4ccccc4)CC3)ccc2c1)N1CCCC1
(85) O=C(NCc1cccc(Cl)c1)c1cc2ccc3cccnc3c2[nH]1
(86) CC(C)(C)c1cc(O)cc(C(C)(C)C)c1
(87) CCc1c(C)nc2c(Cl)cccc2c1Cl
(88) COc1ccc(/C=C(\C#N)c2nc3ccccc3n2C)c(OC)c1

Screen / compound no.,81,82,83,84,85,86,87,88
AID inhibitor,?,-23%,18%,7%,-5%,8%,-13%,?
UDG counterscr,-20%,6%,6%[57.5 µM],-9%,-5%,9%,-7%,-21%[57.5 µM]

Among those listed so far, these contain a Cl atom:
(3) S=c1[nH]c(-c2ccc(Cl)cc2)cs1
(10) COc1cc(/C=C(/C#N)c2ccc(Cl)cc2)ccc1OC(C)C
(21) CCSc1ncc(Cl)c(C(=O)Nc2sc(C(C)=O)c(C)c2C(=O)OC)n1
(39) O=C(CCCCl)c1ccc2c(c1)OCCO2
(40) O=C(Nc1cc(C(F)(F)F)ccc1Cl)/C(=C/c1ccc(F)cc1)c1ccc(-c2ccccc2)cc1
(45) O=C(NCc1ccc(F)cc1)c1ccc(CS(=O)Cc2ccc(Cl)cc2)o1 (stereo not drawn)
(51) Cc1cc(Nc2ccc(C)c(Cl)c2)n2nc(-c3ccccc3)nc2n1
(53) COc1ccccc1-c1cc(C(=O)Nc2c(C)nn(Cc3ccc(Cl)cc3)c2C)no1
(58) CN(C)c1cccc(C(=O)NNC(=O)c2cccc(Cl)c2)c1
(75) CCN1CCOC(=O)C1CC(=O)Nc1ccc(C)c(Cl)c1 (stereo not drawn)

Screen / compound no.,3,10,21,39,40,45,51,53,58,75
AID inhibitor,1%,-5%,3%,-11%,-4%,-12%,-5%,-3%,-7%,-2%
UDG counterscr,-6%,-1%,-7%,-1%,-6%,-7%,9%,-30%,-1%,2%

(85) O=C(NCc1cccc(Cl)c1)c1cc2ccc3cccnc3c2[nH]1
(87) CCc1c(C)nc2c(Cl)cccc2c1Cl

Screen / compound no.,85,87
AID inhibitor,-5%,-13%
UDG counterscr,-5%,-7%
